# Screening data from PubChem.
# FN deposition inh = fibronectin deposition inhibition; AH1F fibroblasts, Alexa488-fibronectin deposition fluorescence, overnight; inhibition, % at 12.6 µM; 350,000 tested, 0.086% active;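 active means mean inhibition across replicates of 30% or more, regardless of how many single replicates reach that level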;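 further: positive control wells lacked labelled fibronectin entirely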
#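 Material – AH1F fibroblast monolayer, labelled fibronectin deposition · Reagent – labelled fibronectin 24 nM · Timing – 1 h adhesion, overnight exposure · Measured by – fluorescence at 485 nm excitation, 525 nm emission · Read-out – inhibition of fibronectin deposition signal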
# Statin myotox sup = suppressors of simvastatin-induced myotoxicity in C2C12 myotubes | ATP luminescence, 48 h; scaled: DMSO 0, geranylgeraniol control 100 | rescue of ATP level, % at 7.49 µM | 330,000 tested, 0.78% active | AID 602340;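 active means mean ATP rescue above about 67%, or every replicate alone reaching that limit, limit read from the data, passing the limit was not always enough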;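 further: myotubes were challenged with 10 µM simvastatin during compound exposure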
# LGR2 antag = Drosophila LGR2 receptor signaling inhibition; HEK293 LGR2, CRE-luciferase, bursicon-stimulated, 4 h; inhibition, % at 9.99 µM; 380,000 tested, 0.35% active;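 active means drop in luminescence signal, shown as inhibition above about 50% in the replicate tests, limit read from the data, passing the limit was not always enough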;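 further: agonist challenge used bursicon conditioned medium at about half maximal strength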
# esBAF inh = blocks esBAF chromatin remodeling in mouse ES cells. Bmi1-luciferase knock-in reporter, 24 h; 100% = twice the neutral-well signal. reporter increase, % at 12.5 µM. 350,000 tested, 2% active. AID 602393; in the data active means activation above about 40%;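 further: 0% = median of the plate's neutral control wells and 100% = double that signal; a rise in the Bmi1 reporter signal indicates esBAF inhibition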
# SIRT5 block = inhibitors of human sirtuin-5 desuccinylase; Q9NXA8; Purified SirT5, succinyl-peptide AMC, trypsin-coupled fluorescence; inhibition, % at 15 µM; 330,000 tested, 1.1% active; AID 652115; in the data active means inhibition above about 15%
# Target sequence (Q9NXA8 whole entry, looked up): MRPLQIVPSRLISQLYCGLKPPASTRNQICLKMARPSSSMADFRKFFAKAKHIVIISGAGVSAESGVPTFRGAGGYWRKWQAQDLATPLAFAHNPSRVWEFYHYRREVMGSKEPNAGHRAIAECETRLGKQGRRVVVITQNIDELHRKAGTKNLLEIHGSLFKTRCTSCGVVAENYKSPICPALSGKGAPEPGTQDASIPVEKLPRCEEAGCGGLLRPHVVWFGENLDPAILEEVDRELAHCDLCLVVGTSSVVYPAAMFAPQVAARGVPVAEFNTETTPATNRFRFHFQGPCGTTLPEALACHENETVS
# Casp6 inh = inhibitors of human caspase-6; purified caspase-6, Z-VEID-R110 cleavage fluorescence; inhibition, % at 12.5 µM; 350,000 tested, 0.53% active;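 active means mean inhibition across replicates at least about 35%, with every replicate also reaching that limit, limit read from the data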;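 further: 0% = median of neutral control wells and 100% = no fluorescence left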
# Target sequence (P55212 24-179 limits assumed): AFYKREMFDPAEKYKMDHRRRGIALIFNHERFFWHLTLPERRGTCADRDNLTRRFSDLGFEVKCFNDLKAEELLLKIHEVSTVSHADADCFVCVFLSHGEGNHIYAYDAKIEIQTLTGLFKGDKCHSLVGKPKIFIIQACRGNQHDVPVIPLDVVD
# Target sequence (P55212 194-293 limits assumed): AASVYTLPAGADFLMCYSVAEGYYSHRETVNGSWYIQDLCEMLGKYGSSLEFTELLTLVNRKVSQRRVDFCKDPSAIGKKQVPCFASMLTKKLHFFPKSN
# S100A4 MyoIIA = blocks human S100A4 binding to myosin IIA peptide; P26447; AID 652163; 360,000 tested, 0.14% active; S100A4/TAMRA-MyoIIA peptide fluorescence polarization; inhibition, % at 10.7 µM;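 active means mean inhibition of at least 70% across replicates, with every replicate also reaching that level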
# Target sequence (P26447 whole entry, looked up): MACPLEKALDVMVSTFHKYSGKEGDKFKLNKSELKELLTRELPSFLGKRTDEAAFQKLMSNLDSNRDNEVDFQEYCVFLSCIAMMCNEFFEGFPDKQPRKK
#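 Compound dosing: one dose per compound; test system: human S100A4 monomer with TAMRA-labelled myosin IIA peptide; probe or stimulus: TAMRA-labelled myosin IIA heavy-chain peptide probe, 5 nM; medium: HEPES buffer with Ca2+, pH 7.2; schedule: 5 min incubation before reading; benchmarks: neutral control DMSO, positive control TFP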
# Starred values were filed as active, the others as inactive; x = no result given. The list is partial (hit frequency here may not be typical).
1: COc1ccc(NC(=O)Nc2ccc3c(c2)C(=O)N([C@@H](C)CO)C[C@H](C)[C@@H](CN(C)S(=O)(=O)c2cccs2)OCCCC[C@@H](C)O3)cc1
2: Cc1ccc(C(=O)NCCC(=O)N2CCOCC2)cc1
3: CC1CCc2sc(C(=O)NNC(=S)NCC3CCCO3)cc2C1 (stereo not given)
4: CCC(=O)Nc1ccc2c(c1)C(=O)N(C)C[C@@H](OC)[C@@H](C)CN(Cc1cncnc1)[C@H](C)CO2
5: COc1ccc(OCC(=O)Nc2nc3cc4c(cc3s2)OCCO4)cc1
6: CCN(C(=O)COC(=O)CNS(=O)(=O)c1ccc(SC)c([N+](=O)[O-])c1)C1CCCCC1
7: Cc1cccc(C(=O)N2N=C(c3ccc(NS(C)(=O)=O)cc3)CC2c2cccs2)c1 (stereo not given)
8: CO[C@@H]1CN(C)C(=O)c2ccc(NS(C)(=O)=O)cc2OC[C@H](C)N(CC2CC2)C[C@H]1C
9: CCN(CC)C(=O)C1=C(C)N(Cc2ccc(F)cc2)C(=O)C(CC(=O)NCCc2ccccn2)C1 (stereo not given)
10: Cc1cc(C(=O)CN2C(=O)NC(Cc3c[nH]c4ccccc34)C2=O)c(C)n1C (stereo not given)
assay / compound | 1 | 2 | 3 | 4 | 5 | 6 | 7 | 8 | 9 | 10
FN deposition inh | x | x | -3 | 2 | 4 | -3 | 4 | 3 | 3 | 4
Statin myotox sup | x | x | 5 | -2 | 15 | 4 | -8 | -4 | 1 | 38
LGR2 antag | 17 | -29 | -18 | 6 | -5 | -9 | 11 | 19 | -6 | x
esBAF inh | 5 | x | -1 | -1 | 13 | -5 | 11 | 1 | -2 | 4
SIRT5 block | -4 | -2 | 0 | x | 2 | -4 | -3 | -4 | -2 | x
Casp6 inh | 1 | 1 | 4 | x | -4 | -4 | 5 | 4 | -4 | x
S100A4 MyoIIA | -3 | -2 | -2 | x | -2 | -2 | -5 | 11 | -2 | x

11: C[C@@H]1CCCCO[C@H](CN(C)Cc2ccncc2)[C@H](C)CN([C@@H](C)CO)C(=O)c2cc(NC(=O)C3CCCCC3)ccc2O1
12: CCCC#Cc1cnc2c(c1)C(=O)N([C@H](C)CO)C[C@H](C)[C@@H](CN(C)C(=O)c1ccc3c(c1)OCO3)O2
13: O=C(CN(CCc1ccccc1)C(=O)CNS(=O)(=O)c1ccccc1)NCc1ccco1
14: CNC(=S)Nc1cc2oc3ccccc3c2cc1OC
15: Nc1c(-c2ccc(Cl)cc2)cnn1-c1ccccc1
16: COc1cc(CN2CCNC(=O)C2CC(=O)NCCC2=CCCCC2)cc(OC)c1 (stereo not given)
17: COc1ccc(N(CC(=O)Nc2nccs2)S(=O)(=O)c2c(C)nn(C)c2C)cc1
18: Cc1ccc(C(=O)c2nocc2C(=O)c2cccs2)cc1
19: C[C@@H]1CN([C@H](C)CO)C(=O)c2cccc(NS(=O)(=O)c3cn(C)cn3)c2O[C@H]1CN(C)C(=O)NC1CCCCC1
20: CO[C@H]1CN(C)C(=O)c2cc(NS(C)(=O)=O)ccc2OC[C@H](C)N(C)C[C@H]1C
assay / compound | 11 | 12 | 13 | 14 | 15 | 16 | 17 | 18 | 19 | 20
FN deposition inh | 6 | -3 | x | x | 2 | -16 | -2 | x | -2 | 0
Statin myotox sup | -29 | 21 | 15 | -14 | -34 | 3 | -8 | 0 | 2 | 10
LGR2 antag | 11 | 5 | 6 | -38 | -108 | 8 | -24 | 5 | -14 | 12
esBAF inh | 1 | 1 | -7 | 17 | 31 | -6 | 3 | -4 | -2 | -1
SIRT5 block | 2 | 1 | x | 0 | -3 | -5 | -1 | x | 1 | -3
Casp6 inh | 3 | 2 | x | -1 | -3 | -3 | 1 | x | 0 | -3
S100A4 MyoIIA | 3 | 4 | x | -9 | -1 | 0 | 0 | x | 2 | 29

21: COc1ccc(COC(=O)CCS(=O)(=O)c2ccc(C)cc2)cc1F
22: Cc1cc(C)cc(NC(=O)CNC(c2ccccc2)c2ccccc2)c1
23: CCCCN1C(=O)C(=O)NC[C@@H]1C(C)CC (stereo not given in full)
24: C#CCOCCOCCOCCNc1nc(N2CCN(C(=O)[C@H](CCCCN)n3cc(CC(C)O)nn3)CC2)nc(N2CCN(C(=O)[C@H](CCCCN)n3cc(CC(C)O)nn3)CC2)n1 (stereo not given in full)
25: CCCn1c(-c2ccc[nH]c2=O)nc2ccccc21
26: Cc1cccc(NC(=O)c2ccc(S(=O)(=O)N3CCCCC3C)cc2)n1 (stereo not given)
27: COc1ccc(C(O)c2nc(-c3ccc4ccccc4c3)cs2)cc1 (stereo not given)
28: CCOC(=O)C1=C(N)N(c2ccc(C)cc2)C2=C(C(=O)CCC2)C1c1cccs1 (stereo not given)
29: Cc1ccc(NC(=O)c2ccn(C(=O)Nc3ccccc3)n2)c(C)c1
30: COc1cc(CC(=O)OCC(=O)NC2CC2)cc(OC)c1OC
assay / compound | 21 | 22 | 23 | 24 | 25 | 26 | 27 | 28 | 29 | 30
FN deposition inh | 14 | 1 | -1 | -6 | -3 | 10 | 5 | x | -1 | -7
Statin myotox sup | 11 | 4 | 6 | 5 | 1 | -11 | -1 | 6 | 3 | 2
LGR2 antag | 2 | -3 | 9 | 0 | 15 | -7 | -87 | -1 | -12 | x
esBAF inh | -3 | -8 | -7 | 13 | -1 | 32 | 58* | -5 | 34 | 2
SIRT5 block | -6 | -2 | 4 | -4 | -29 | -2 | 3 | -1 | -4 | -4
Casp6 inh | 1 | -3 | -5 | -52 | 0 | -6 | 1 | 0 | -2 | 2
S100A4 MyoIIA | -5 | -1 | 0 | -2 | 2 | -6 | -3 | -4 | -4 | 7

# Complete entries, quoted from the list:
# `COc1ccc(N(CC(=O)Nc2nccs2)S(=O)(=O)c2c(C)nn(C)c2C)cc1` as listed: FN deposition inh = -2; Statin myotox sup = -8; LGR2 antag = -24; esBAF inh = 3; SIRT5 block = -1; Casp6 inh = 1; S100A4 MyoIIA = 0
# `Cc1cc(C)cc(NC(=O)CNC(c2ccccc2)c2ccccc2)c1` as listed: FN deposition inh = 1; Statin myotox sup = 4; LGR2 antag = -3; esBAF inh = -8; SIRT5 block = -2; Casp6 inh = -3; S100A4 MyoIIA = -1
# `CCOC(=O)C1=C(N)N(c2ccc(C)cc2)C2=C(C(=O)CCC2)C1c1cccs1` (stereo not given) as listed: FN deposition inh = x; Statin myotox sup = 6; LGR2 antag = -1; esBAF inh = -5; SIRT5 block = -1; Casp6 inh = 0; S100A4 MyoIIA = -4

# Continued.
31: Cc1ccc(-c2cc(C(F)(F)F)n3ncc(C(=O)N4CCCCC4c4cccnc4)c3n2)cc1 (stereo not given)
32: COc1ccc(CCN2CC(C(=O)NCCc3ccccn3)CCC2=O)cc1 (stereo not given)
33: CCN1C[C@@H](C)[C@H](OC)CN(C)C(=O)c2cc(NC(=O)c3ccno3)ccc2OC[C@H]1C
34: Cc1ccc(C(=O)O)cc1N1C(=O)CCCC1=O
35: Cc1nc(C(F)(F)F)ccc1C(=O)N1CCC1(C)C(=O)NS(=O)(=O)c1ccc(F)cc1F (stereo not given)
36: CCOc1ccccc1C(=O)Nc1cc2c(cc1N1CCCC1)n(CC)c(=O)n2CC
37: COCCn1c(Cc2cccn2C)nnc1SCC(=O)Nc1nccs1
38: O=C(Nc1nc2cc3c(cc2s1)OCCO3)c1ccncc1
39: Cc1nn(-c2ccccc2)c(N)c1Sc1ccccc1[N+](=O)[O-]
40: C[C@H](CO)N1C[C@H](C)[C@H](CN(C)C(=O)NC2CCCCC2)Oc2ncc(-c3cccc(F)c3)cc2C1=O
assay / compound | 31 | 32 | 33 | 34 | 35 | 36 | 37 | 38 | 39 | 40
FN deposition inh | 0 | -1 | 13 | 0 | -4 | 11 | -4 | x | 3 | -8
Statin myotox sup | 4 | 7 | 6 | x | 5 | -21 | x | x | x | -25
LGR2 antag | -1 | 7 | 14 | 16 | 1 | 35 | 1 | -28 | 0 | 7
esBAF inh | -8 | -3 | -5 | x | 2 | -11 | x | x | x | -3
SIRT5 block | -14 | -2 | 9 | 4 | -2 | -5 | -3 | x | 2 | 0
Casp6 inh | -1 | -2 | 1 | 1 | -2 | 5 | 11 | 0 | 0 | -3
S100A4 MyoIIA | -5 | -1 | -21 | 0 | -4 | -2 | -4 | 4 | 2 | 1

41: Cc1noc(C)c1NC(=O)Nc1cccc2c1O[C@@H](CN(C)S(=O)(=O)c1cn(C)cn1)[C@@H](C)CN([C@@H](C)CO)C2=O
42: CCCN(C)C[C@@H]1Oc2cc(-c3ccccc3OC)ccc2S(=O)(=O)N([C@@H](C)CO)C[C@@H]1C
43: COc1ccccc1-c1nc(S(=O)(=O)c2ccc(Cl)cc2)c(N(C)C)o1
44: CCc1ccc(-c2csc3[n+]2CCN3C(C)=O)cc1
45: CCC(C)(C(=O)Nc1ccc(OC)cc1)N(C)C(=O)Cn1nnnc1N (stereo not given)
46: Cc1ncc(C[n+]2csc(CCOC(=O)CC3C4CC5CC(C4)CC3C5)c2C)c(N)n1 (stereo not given)
47: O=C(NCCN1CCOCC1)c1cc(-c2ccccc2Cl)on1
48: Cc1c(C)c2c(c(C)c1O)CC[C@@](C)(CCC[C@H](C)CCC[C@H](C)CCCC(C)C)O2
49: CC(C)(C)C1CCC(C(=O)OCC(=O)Nc2ccc3[nH]c(=O)[nH]c3c2)CC1 (stereo not given)
50: Cc1ccc(C2NC(=O)c3n[nH]c(C(C)C)c32)cc1 (stereo not given)
assay / compound | 41 | 42 | 43 | 44 | 45 | 46 | 47 | 48 | 49 | 50
FN deposition inh | 1 | 0 | -2 | x | -3 | 0 | 6 | 4 | x | -5
Statin myotox sup | -7 | -11 | 3 | 65 | -4 | 2 | -9 | 7 | 4 | x
LGR2 antag | 17 | 9 | 7 | 4 | 4 | x | -3 | x | -4 | 2
esBAF inh | -3 | -6 | -4 | 4 | -9 | -5 | 10 | 3 | 3 | x
SIRT5 block | 0 | -15 | x | 6 | -5 | x | -2 | x | 2 | x
Casp6 inh | -3 | -2 | x | x | -2 | x | 1 | x | 2 | -7
S100A4 MyoIIA | 2 | 2 | x | -1 | -2 | x | 1 | x | 27 | -1

51: CC(C)n1nc(C(=O)Nc2cccc(S(=O)(=O)NCc3ccco3)c2)c2ccccc2c1=O
52: O=C(Cc1ccc(Cl)cc1)Nc1ccc(C(=O)N2CCCCC2)cc1
53: COc1cccc(NC(=O)CNC(=O)c2ccc(OC)c(OC)c2)c1
54: C[C@H](CO)N1C[C@H](C)[C@@H](CN(C)C(=O)Cc2ccccn2)Oc2ncc(C#CC3CCCCC3)cc2C1=O
55: Cc1ccc(S(=O)(=O)Nc2c(C)nn(C)c2C)cc1
56: CN1/C(=C/C(=O)c2cccs2)Sc2ccccc21
57: CS(=O)(=O)Nc1ccc2c(c1)[C@H]1C[C@H](CC(=O)N3CCc4ccccc4C3)O[C@@H](CO)[C@H]1O2
58: O=C(C1CC1)N1C[C@@H]2[C@H](c3ccccc31)[C@H](CO)N2C(=O)Nc1cccc(F)c1
59: CCCCN(C(=O)c1ccc(-n2nc(C)cc2C)cc1)c1c(N)n(CCC)c(=O)[nH]c1=O
60: Cc1cccc(Cn2nc(C(C)(C)C)cc2C(=O)N2CCOCC2)c1
61: Cc1nnc(SC(C(=O)Nc2ccc(Cl)c([N+](=O)[O-])c2)c2ccccc2)[nH]c1=O (stereo not given)
62: O=C(COc1ccc(S(=O)(=O)NC2CCCCC2)cc1)NCc1cccnc1
assay / compound | 51 | 52 | 53 | 54 | 55 | 56 | 57 | 58 | 59 | 60 | 61 | 62
FN deposition inh | 13 | x | -11 | -2 | x | -4 | x | 0 | 3 | 2 | -10 | x
Statin myotox sup | -18 | -4 | x | 17 | -5 | -7 | 1 | 21 | 6 | 4 | x | 18
LGR2 antag | 9 | 7 | 1 | -2 | 2 | x | 1 | -16 | -8 | 22 | -14 | 9
esBAF inh | 6 | 7 | x | 4 | -6 | 2 | 7 | -5 | -9 | -5 | x | 1
SIRT5 block | -3 | 4 | -2 | 0 | 0 | x | -4 | 2 | -3 | -2 | 1 | 0
Casp6 inh | 0 | -7 | -4 | 0 | x | x | 0 | 1 | 0 | -1 | 4 | -2
S100A4 MyoIIA | -4 | 15 | -2 | 6 | -2 | x | 2 | 7 | 1 | 3 | -6 | 13
